zfTRPN1 agonist: zebrafish TRPN1 channel agonists, primary screen, cell-based, HEK293, calcium fluorescence | transient receptor potential cation channel N1 (TRPN1/NompC), Danio rerio | HEK293 zebrafish TRPN1-YFP, Fluo-8 calcium fluorescence; 100% = response to 87 µM carbachol | activation, % at 3 µM | hit rate 0.18% among 220,000 | AID 1424, 2008;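 active = activation above its plate's cutoff, the mean activation of test wells on that plate plus 3 SD, cut at about 19% in these data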;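 also: 0% = DMSO alone and 100% = 87 µM carbachol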
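Material: zebrafish TRPN1-YFP in HEK293 cells; Doses: single test compound dose, 3 µM nominal, 0.3% DMSO; Timing: dye loading 1 h at 37 °C, then 30 min room temperature; Technique: intracellular calcium fluorescence with Fluo-8; Benchmarks: high carbachol 87 µM, low DMSO alone.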
BaF3 parental: parental Ba/F3 cell viability inhibition, counter-screen for JAK2V617F inhibitor project, murine pro-B, CellTiter-Glo luminescence; hit rate 1.1% among 220,000; CellTiter-Glo ATP luminescence; inhibition, % at 5.6 µM; AID 1486, 2009;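 active = inhibition above a per-campaign cutoff, the mean inhibition of all tested compounds plus 3 SD, cut at about 27% in these data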;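 also: 0% = DMSO wells and 100% = JAK Inhibitor I control wells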
TRPML3 agonist: human TRPML3 channel agonists, primary screen, cell-based, HEK293 TRPML3-YFP, Fluo-8 calcium fluorescence, 3 µM. Mucolipin-3 (Homo sapiens), Q8TDD5. activation, % at 3 µM. 100% = the carbachol control signal. AID 1448, 2008. hit rate 0.29% among 220,000;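 active = activation above its plate's cutoff, the mean activation of the plate's test wells plus 3 SD, cut at about 12% in these data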;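 also: 0% = DMSO only wells and 100% = carbachol wells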
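Test system – HEK293 line with stable expression of human TRPML3-YFP channel · Control set – carbachol 87 µM final as high control (100%), DMSO as low control (0%) · Signal – Fluo-8 calcium dye fluorescence, ex 470-495, em 515-575 nm · Incubation – 1-h 37 °C dye load, 5-s basal, 120-s post-compound reads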
S1P4 antag: S1P4 receptor antagonists, primary screen, cell-based. Sphingosine 1-phosphate receptor 4 (Homo sapiens), O95977. S1P4-expressing cells, antagonist mode, reporter read-out. inhibition, % at 4.98 µM. hit rate 0.26% among 220,000; in the data active = inhibition above about 29%;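 also: 0% = wells stimulated with agonist and 100% = vehicle wells without agonist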
Target sequence (O95977 whole entry, looked up): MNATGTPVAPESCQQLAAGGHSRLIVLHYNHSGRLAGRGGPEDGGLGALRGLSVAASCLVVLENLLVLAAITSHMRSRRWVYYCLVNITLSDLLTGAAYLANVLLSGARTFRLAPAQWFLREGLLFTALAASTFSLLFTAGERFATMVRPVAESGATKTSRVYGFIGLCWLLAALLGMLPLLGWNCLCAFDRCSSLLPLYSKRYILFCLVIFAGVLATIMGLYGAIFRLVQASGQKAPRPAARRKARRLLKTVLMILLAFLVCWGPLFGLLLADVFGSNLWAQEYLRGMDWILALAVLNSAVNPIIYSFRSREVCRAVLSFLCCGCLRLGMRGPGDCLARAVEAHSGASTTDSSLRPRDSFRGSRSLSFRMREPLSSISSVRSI
EP2 modulator: EP2 receptor modulators, cAMP readout, primary screen, cell-based, HTRF cAMP, PGE2 stimulation. EP2-expressing cells, cAMP HTRF FRET, PGE2 co-stimulation. AID 940, 2007. hit rate 0.83% among 260,000. induction, % at 25 µM;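 active = compounds whose cAMP rise, as percent of the full-agonist control response, exceeds 60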;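 also: rat C6 glioma line stably carrying human EP2 under a CMV promoter; the protocol text gives 20 µM as final concentration; 100% = response of wells given 1 µM PGE2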
Target sequence (P43116 whole entry, looked up): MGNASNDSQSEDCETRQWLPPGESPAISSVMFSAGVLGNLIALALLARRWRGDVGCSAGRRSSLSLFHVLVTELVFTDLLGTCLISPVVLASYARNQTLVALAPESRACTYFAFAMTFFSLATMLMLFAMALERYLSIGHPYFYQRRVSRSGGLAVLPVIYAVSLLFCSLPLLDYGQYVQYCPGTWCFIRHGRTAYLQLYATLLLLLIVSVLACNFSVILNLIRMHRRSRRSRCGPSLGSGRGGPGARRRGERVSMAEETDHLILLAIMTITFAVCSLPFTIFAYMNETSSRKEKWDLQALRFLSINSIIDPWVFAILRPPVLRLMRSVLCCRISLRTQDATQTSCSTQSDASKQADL
PERK inh: block of dimerizer-induced PERK translation repression, primary screen, PERK inhibitor project, CHO PERK-DD cells, SEAP luminescence, HTS | Eukaryotic translation initiation factor 2-alpha kinase 3 (Homo sapiens), Q9NZJ5 | inhibition, % at 5.6 µM | AID 1416, 2008 | hit rate 0.17% among 220,000 | CHO PERK-DD fusion, SEAP luminescence translation reporter;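 active = inhibition above the mean inhibition of all tested compounds plus 3 SD, set separately per screening campaign, cut at about 2.9% in these data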;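 also: PERK kinase domain activated by AP20187 dimerizer at 100 nM; 0% = DMSO with dimerizer and 100% = rapamycin at 8.4 µM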
Calpain2 inh: inhibitors of pig calpain II, primary screen, biochemical, fluorogenic peptide substrate, 1536-well; purified calpain II, 30 min; inhibition, % at 16 µM; hit rate 0.37% among 220,000; AID 1236, 2008;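 active = inhibition above about 50%, limit read from the data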
S1P4 agonist: S1P4 receptor agonists, primary screen, cell-based; S1P4-expressing cell line, agonist reporter assay; activation, % at 4.98 µM; hit rate 0.35% among 220,000; AID 1509, 2009; in the data active = activation above about 11%;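 also: 0% = DMSO vehicle and 100% = reference agonist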
Ba/F3 V617F tox: reduced viability of JAK2V617F-dependent Ba/F3 cells, primary screen, JAK2V617F inhibitor project, cell-based, Ba/F3 EpoR-JAK2V617F, luminescence | inhibition, % at 5.6 µM | ATP luminescence | hit rate 1.1% among 220,000;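 active = inhibition above the campaign mean plus 3 SD over all tested compounds, cut at about 24% in these data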;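 also: cytokine-independent growth of Ba/F3 cells driven by EpoR plus mutant JAK2; 0% = DMSO-treated cells and 100% = JAK inhibitor I control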
The depositor's hits bear a star; nt = not tested or not shown; & = joins results of further samples.

SMILES	zfTRPN1 agonist	BaF3 parental	TRPML3 agonist	S1P4 antag	EP2 modulator	PERK inh	Calpain2 inh	S1P4 agonist	Ba/F3 V617F tox
COc1cc(NC(=O)CSc2nnc(Cn3nnc4ccccc43)n2C)cc(OC)c1	-0.2	1	0.4	-12	-54&-7	0.5	-3	1.1	-5
CCOc1ccc(OCCSc2nnnn2-c2ccccc2)cc1	-1.2	4	-0.6	2	-5	-0.1	42	-2.3	0
CC(=O)c1cccc(NC(=O)c2csc3c2CCCCC3)c1	-0.3	0	-0.5	-1	-50	0.2	-10	3.3	0
O=C(Nc1nc2ccccc2s1)C1CCCO1 (centres undefined)	0.8	95*	0.9	-5	-19	0.6	-18	0.9	-2
CCCCOC(=O)c1ccc(NC(=O)c2ccoc2C)cc1	1.5	7	-0.4	-6	-32	-0.8	1	-1.1	2
Cc1ccc(C)c(S(=O)(=O)N/N=C/c2ccc(N3CCOCC3)cc2)c1	-0.5	-11	-0.7	-8	-3	0.5	-14	0.6	-1
O=C(NNC(=O)C1CC(c2cccnc2)=NO1)Nc1cccc(F)c1 (centres undefined)	-0.9	9	1.0	7	8	0.4	-22	2.6	3
CCOc1cc2[nH]c(=O)n(CCCCC(=O)NC3CCCCCC3)c(=O)c2cc1OCC	1.0	3	-0.2	0	5	0.1	-32	0.9	4
Cc1cnn(-c2cc(N/N=C/c3ccccc3F)ncn2)c1	0.0	-1	0.4	8	-1	1.1	35	-0.3	-7
Oc1ccc(Br)cc1/C=N/Nc1nc(N2CCCCC2)nc(N2CCOCC2)n1	-0.1	-5	-0.1	4	-15	-0.4	-104	-0.6	-2
COc1ccc(OCCSCc2nnc(NC(=O)Nc3ccc(Cl)cc3)s2)cc1	0.1	5	0.9	-17	-18	0.1	28	0.9	2
COc1ccc(OC)c(N2C(N)=C(C#N)C(c3ccc(OC)c(O)c3)C3=C2CC(C)(C)CC3=O)c1 (centres undefined)	0.9	-4	0.3	-7	15	1.2	-17	-0.9	-3
CCOC(=O)CC(NC(=O)C(CC)c1ccccc1)c1ccccc1Cl (centres undefined)	-2.3	2	-0.6	-3	28	0.2	2	-0.6	1
Cc1ccc(NC2(C#N)C(=O)Nc3ccccc32)cc1C (centres undefined)	-0.5	3	0.8	-21	-17	1.1	-24	-0.8	-2
CCOC(=O)C1=C(O)/C(=C/c2cn(CC(=O)N3CCCC3)c3ccccc23)SC1=Nc1ccccc1	0.1	-1	0.5	3	11	-0.2	-138	0.6	-3
CCN(CC)c1ccc(/C=N/NC(=O)OC(C)(C)C)cc1	-1.2	-2	-0.5	-1	-27	1.0	-54	-1.7	0
NS(=O)(=O)c1ccc(N=Cc2ccc(Br)s2)cc1	1.1	8	0.3	-11	-8	0.5	-6	1.7	1
COCCNC(=O)c1nc2c(nnn2Cc2cc(C)ccc2C)c(=O)[nH]1	0.2	2	0.4	14	25	-0.1	2	-0.8	2
Cc1ccc(N(Cc2cc(=O)[nH]c3ccccc23)C(=O)C(C)C)cc1	-1.3	-1	0.1	-13	29	-1.0	2	1.0	-3
CCN(CC)C(=O)C(C)OC(=O)c1ccc(O)cc1 (centres undefined)	1.4	5	1.0	-7	23	0.1	-12	1.0	-3
Cc1cc(C(=O)OCC(=O)N2c3ccccc3CC2C)c(C)o1 (centres undefined)	-0.4	2	-0.9	-14	13	-0.8	11	3.1	-1
CCN(CCn1cccn1)C(=O)c1cc(COc2ccc(F)cc2Cl)on1	1.0	-3	2.5	-5	-66	0.4	14	0.0	-4
O=C(COc1ccc(/C=N/NS(=O)(=O)c2ccccc2)cc1)N1CCOCC1	-0.6	4	-0.2	-6	17	1.0	-40	0.6	-1
O=C(Nc1ccc(Cl)cc1)[C@@H]1[C@@H]2C(=O)N(c3ccc(Cl)cc3)C(=O)[C@@H]2[C@H]2C=CC=NN21	-0.7	4	-0.1	-4	20	-1.5	-43	3.0	-1
c1cncc(-c2nc(NCc3cccs3)c3ccccc3n2)c1	1.1	8	0.8	3	16	-0.1	-21	1.2	-2
Next entries
SMILES	zfTRPN1 agonist	BaF3 parental	TRPML3 agonist	S1P4 antag	EP2 modulator	PERK inh	Calpain2 inh	S1P4 agonist	Ba/F3 V617F tox
N#Cc1ccc(C(=O)NC2CCCc3ccccc32)cc1 (centres undefined)	-1.0	0	0.4	-26	-17	0.4	-22	-1.2	-2
COc1ccccc1NC(=O)c1ccc(NC(=O)Cc2n[nH]c(=O)c3ccccc23)cc1	1.7	-7	0.3	-19	-15	0.0	7	-0.3	6
O=C(c1cnccn1)N1CCN(c2ccccc2)CC1	-0.2	5	-0.6	1	7	0.3	-19	-2.7	6
O=C1Nc2ccc(S(=O)(=O)NCc3ccco3)c3cccc1c23	1.4	6	0.3	3	-14	-0.4	nt	-1.6	5
O=C(OCc1nnc(-c2ccccc2)o1)C12CC3CC(CC(Br)(C3)C1)C2	-1.1	8	0.2	4	5	0.5	47	-1.7	9
O=C(NNC(=O)c1cc([N+](=O)[O-])ccc1Cl)c1cccs1	0.6	3	-0.4	-19	9	-0.3	16	1.3	3
NC(=O)c1sc2nc3c(c(-c4ccco4)c2c1N)CCCC3	-0.3	-11	0.6	-15	22	0.8	14	-0.8	-5
Cc1ccn2c(C=O)c(-c3ccc(F)cc3)c(C=O)c2c1	-2.1	6	-1.2	-15	23	0.6	-11	0.3	3
Cc1cc(-c2nc(C)c(C(=O)NNS(=O)(=O)c3cccc(C(F)(F)F)c3)s2)no1	1.2	-3	0.6	-7	-9	0.5	-9	2.8	-4
OCCNCCCCSc1ccc(Cl)cc1	0.4	6	0.3	-1	-11	0.0	-9	0.3	0
CC(=O)NC1=NN(C(C)=O)C(C)(c2ccc(C)o2)S1 (centres undefined)	1.2	9	0.3	3	26	0.7	25	0.1	7
O=C(NNC1=C(C(=O)C(F)(F)F)CCC1)c1cccc(Cl)c1	-1.4	6	0.0	-18	-16	0.3	-5	-3.8	0
CCC(=O)N1c2ccc(S(=O)(=O)CCC(=O)NC3CCCC3)cc2CC1C (centres undefined)	0.0	4	-0.7	-10	6	0.1	-28	-1.4	-2
COc1cccc(-c2csc(N3CCN(C(=S)Nc4ccccc4)CC3)n2)c1	0.1	10	0.8	-1	-33	-1.0	-21	0.6	2
CS(=O)(=O)N(Cc1ccc(Cl)cc1)c1ccc(C(=O)NCc2ccccn2)cc1	12	-2	5.7	-6	-33	-1.9	-9	0.4	0
O=C(Nc1nc(-c2ccccn2)cs1)C12CC3CC(CC(O)(C3)C1)C2	0.6	5	0.6	-11	-36	-0.9	-3	-1.3	1
C/C(=N\NC(=O)CSc1nc(C)[nH]c1[N+](=O)[O-])c1ccc(F)cc1	0.2	2	0.1	1	2	1.7	-8	-1.0	-6
Cc1nc(SCc2ccccc2)c2ccsc2n1	-1.3	2	-0.1	-13	47	0.3	22	-2.2	4
Cc1cc(-c2ccc(/C=N/n3cnnc3)o2)c([N+](=O)[O-])cc1C	0.2	8	0.6	-4	5	1.4	34	2.4	4
O=C(NNC(=O)C1C2CCC(C2)C1C(=O)O)c1ccc(Cl)cc1 (centres undefined)	-1.2	2	0.7	-24	14	0.0	-26	1.7	-3
C=CCNc1nc(Nc2ccc(-c3nc4ccccc4o3)cc2)nc(N2CCOCC2)n1	-0.6	2	1.2	-9	2	-1.3	-151	-3.6	-3
CCOc1ccc(OCC)c(NC(=O)CN2CCN(c3ccc(C)cc3C)CC2)c1	-0.1	2	0.6	-13	79*	0.1	-1	0.0	2
O=C(OCC(=O)c1ccc[nH]1)c1ccc(S(=O)(=O)N2CCCCCC2)cc1	1.4	5	3.9	-7	3	1.9	-38	-0.3	-3
Fc1ccccc1/C=N/Nc1nc(-c2ccccn2)nc2ccccc12	2.1	3	0.4	6	18	-0.1	7	0.7	0
Cn1c(SCC(=O)N/N=C/c2cccs2)nc2ccccc21	-0.6	4	0.4	-5	-1	-0.5	-5	0.7	2

One compound at a time, from the list above.
Results for CCOc1ccc(OCC)c(NC(=O)CN2CCN(c3ccc(C)cc3C)CC2)c1 = zfTRPN1 agonist = -0.1; BaF3 parental = 2; TRPML3 agonist = 0.6; S1P4 antag = -13; EP2 modulator = 79*; PERK inh = 0.1; Calpain2 inh = -1; S1P4 agonist = 0.0; Ba/F3 V617F tox = 2
Results for N#Cc1ccc(C(=O)NC2CCCc3ccccc32)cc1 (centres undefined) = zfTRPN1 agonist = -1.0; BaF3 parental = 0; TRPML3 agonist = 0.4; S1P4 antag = -26; EP2 modulator = -17; PERK inh = 0.4; Calpain2 inh = -22; S1P4 agonist = -1.2; Ba/F3 V617F tox = -2

More records.
SMILES	zfTRPN1 agonist	BaF3 parental	TRPML3 agonist	S1P4 antag	EP2 modulator	PERK inh	Calpain2 inh	S1P4 agonist	Ba/F3 V617F tox
COc1cccc(/C=C/C(=O)N2CCN(S(=O)(=O)c3ccccc3)CC2)c1OC	1.0	-9	0.5	-4	-3	1.5	-29	0.5	1
Cc1nn(-c2ccccc2)c(Cl)c1C(=O)NCCCCNC(=O)c1c(C)nn(-c2ccccc2)c1Cl	-1.5	3	-0.8	6	-5	-0.5	3	-3.0	0
CCOC(=O)C1=C(CSc2nc(CC)c(C)cc2C#N)OC(N)=C(C#N)C1c1ccc(OC)cc1 (centres undefined)	0.4	0	0.8	-4	-21	-1.4	-88	2.5	-3
O=C(NCc1nnc(SCc2ccccc2)n1-c1ccccc1)C12CC3CC(CC(C3)C1)C2	-0.5	5	0.7	-3	23	1.0	-5	1.0	-1
CCN(Cc1ccccc1)C(=O)C1CCN(Cc2ccc(SC)cc2)CC1	0.7	5	1.2	-10	6	0.1	-6	-0.5	-4
CCOC(=O)N1CCN(CC(=O)Nc2c(C(=O)OC)[nH]c3ccc(Cl)cc23)CC1	1.3	6	1.0	-14	-21	-1.0	-53	0.5	3
CS(=O)(=O)NCC(c1ccco1)N1CCN(c2ccc(F)cc2)CC1 (centres undefined)	1.5	7	0.3	-14	-2	1.1	-10	0.3	-2
Cc1ccc(NC(=O)CSC2=C(C#N)C(c3ccc4c(c3)OCO4)C3=C(CCCC3=O)N2)c(C)c1 (centres undefined)	0.1	0	0.3	-9	-2	0.2	-398	2.5	-2
CC(=O)c1c(C)[nH]c(C(=O)CN2C(=O)NC(C)(c3ccc(C)cc3)C2=O)c1C (centres undefined)	17	1	6.6	-4	-24	1.0	0	-0.2	-2
CCCNC(=O)NC(=O)CSc1ncc(C(F)(F)F)cc1Cl	-0.2	5	0.4	6	33	0.5	24	-0.5	4
Cc1nn2c(-c3cccc(NC(=O)c4ccco4)c3)nnc2c2ccccc12	1.4	2	0.5	-1	1	-0.8	-124	-0.9	-3
FC(F)(F)c1cccc(CNc2ncccc2-c2nc3cc(Cl)ccc3o2)c1	0.0	6	1.1	9	45	2.0	-110	1.6	2

Screens deposited in PubChem by several laboratories.
